Bioassay records (PubChem)
JMJD2A Tudor = blocks the human JMJD2A Tudor domain. 390,000 tested, 4.4% active. Potency, µM (doses to about 114 µM), for inactives: top-dose activity change, negative = inhibition, most hits filed as inhibitors. O75164. AlphaScreen JMJD2A-Tudor / H3K4me3 peptide binding; further: potency means the concentration at half of the fitted maximal effect; on the % scale 0 is the no-effect control and ±100 the full control effect; nearly all actives have a fitted effect of over 50% in size
ERG Ets-DNA blk = blocks human ERG Ets domain binding to DNA | P11308 | fluorescence polarization, His-ERG Ets domain / labelled DNA | Potency, µM (series often up to 76.9 µM), for the others: at the top dose FP activity, negative = inhibition, actives largely listed as inhibitors | 370,000 tested, 0.028% active | AID 624246; active means well fitted inhibition curve with a large enough effect in the polarisation, with a control signal flat; inconclusive means small, poorly fitted or top-dose-only effect, or effect the other way, or a change in a side signal; inactive means no such curve, though single readings can be large or run the other way; the % refers to the polarisation;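 further: polarization taken with two DNA probes labelled with fluorescein and Texas red; potency means the concentration at half of the fitted maximal effect; % of control where 0% means no effect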
Target sequence (P11308 whole entry, looked up, the tested form may be a part): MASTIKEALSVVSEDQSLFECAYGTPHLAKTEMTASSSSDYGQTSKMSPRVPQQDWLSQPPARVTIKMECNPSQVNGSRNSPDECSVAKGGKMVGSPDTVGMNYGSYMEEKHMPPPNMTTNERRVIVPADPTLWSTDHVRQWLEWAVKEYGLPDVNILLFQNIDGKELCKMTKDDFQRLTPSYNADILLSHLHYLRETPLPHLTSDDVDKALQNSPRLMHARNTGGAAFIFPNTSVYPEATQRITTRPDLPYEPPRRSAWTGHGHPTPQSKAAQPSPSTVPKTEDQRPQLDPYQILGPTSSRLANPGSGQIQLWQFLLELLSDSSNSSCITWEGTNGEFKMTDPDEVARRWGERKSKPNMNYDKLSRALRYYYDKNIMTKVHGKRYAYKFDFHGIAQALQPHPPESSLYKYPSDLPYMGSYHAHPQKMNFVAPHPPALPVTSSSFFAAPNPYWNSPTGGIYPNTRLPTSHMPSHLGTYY
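His-tagged ERG Ets domain (1 uM in the protein solution; 300mM KCl, 50mM Tris-HCl, 1mM EDTA, 1mM DTT, pH 7.5) received compound, then a probe mix of 5 nM fluorescein-DNA and 100nM Texas-615-DNA. Fluorescence polarization was read for both dyes.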
Pin1 inhibitor = human Pin1 inhibition. Q13526. Pin1 FP peptide displacement, HiFluor488, 10 min. Potency, µM (highest dose often 115 µM), inactives show at the highest dose activity, negative = inhibition, hits mostly inhibitors. 390,000 tested, 0.009% active; active means well fitted inhibition curve with a large enough effect in the polarisation, with a control signal flat, not every such curve was filed as active; inconclusive means small, poorly fitted or top-dose-only effect, or effect the other way, or a change in a side signal; inactive means no such curve, though single readings can be large or run the other way; the % refers to the polarisation; further: potency means the concentration at half of the fitted maximal effect; on the % scale 0 is the no-effect control and ±100 the full control effect
BAZ2B inh = blocks human BAZ2B; Q9UIF8; AlphaScreen BAZ2B-H3K14Ac peptide displacement; Potency, µM (series often up to 114 µM), without a hit: at the highest dose activity change, negative = inhibition, hits mostly inhibitors; 360,000 tested, 4.4% active; further: potency means the concentration at half of the fitted maximal effect; on the % scale 0 is the no-effect control and ±100 the full control effect; nearly all actives have a fitted effect of over 60% in size
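Complex of BAZ2B and biotin-H3K14Ac (50 nM apiece) forms over 30 min at RT, then faces library compounds up to 110 uM for another 30 min; AlphaScreen beads added, 20 min dark incubation, luminescence read.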
Tb PGK inh = blocks T. brucei phosphoglycerate kinase. 380,000 tested, 0.043% active. PGK/GAPDH coupled, Kinase-Glo luminescence, 60 min. Potency, µM (top dose mostly 57.5 µM), inactives show at the highest dose activity change, negative = inhibition, usual class: inhibitors. AID 602233; further: potency means the concentration at half of the fitted maximal effect; on the % scale 0 is the no-effect control and ±100 the full control effect; nearly all actives have a fitted effect of over 60% in size
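Luminescent ATP detection (Kinase-Glo Plus) follows a 60-minute room-temperature incubation, with wells lacking PGK as controls. Buffer: 100 mM TEA (pH 7.6), 5 mM MgCl2, 0.01% Tween-20. Coupling enzyme GAPDH (100 nM final) supplies unstable 1,3-BPG in-well.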
HP1b chromo inh = inhibitors of HP1-beta chromodomain binding to methylated histone tails | AlphaScreen HP1-beta / biotin-H3K9me3 peptide binding | P83916 | AID 540317 | 390,000 tested, 0.56% active | Potency, µM (highest dose often 114 µM), inactives show at the highest dose activity change, negative = inhibition, usual class: inhibitors; further: potency means the concentration at half of the fitted maximal effect; nearly all actives have a fitted effect of over 70% in size; inactives centre near 23
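Compound inhibition of the preformed complex between 50 nM HP1-beta and 50 nM biotinylated H3K9me3 peptide was read by AlphaScreen. Buffer was PBS pH 7.4 with 0.01% Tween-20. Incubations ran 30 min at room temperature, with 10 ug/mL donor/acceptor beads.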
PI4K2A block = blocks human PI4K2A kinase activity. 420,000 tested, 0.13% active. activity change, negative = inhibition, % at 76.9 µM. purified PI4K2A, ADP-Glo luminescence, 1 h; hits give low values. AID 1346378; in the data active means activity change below about -50%; inconclusive means mostly about -30% to -49%;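 further: -100% = wells without enzyme as full effect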
Target sequence (Q9BTU6 whole entry, looked up): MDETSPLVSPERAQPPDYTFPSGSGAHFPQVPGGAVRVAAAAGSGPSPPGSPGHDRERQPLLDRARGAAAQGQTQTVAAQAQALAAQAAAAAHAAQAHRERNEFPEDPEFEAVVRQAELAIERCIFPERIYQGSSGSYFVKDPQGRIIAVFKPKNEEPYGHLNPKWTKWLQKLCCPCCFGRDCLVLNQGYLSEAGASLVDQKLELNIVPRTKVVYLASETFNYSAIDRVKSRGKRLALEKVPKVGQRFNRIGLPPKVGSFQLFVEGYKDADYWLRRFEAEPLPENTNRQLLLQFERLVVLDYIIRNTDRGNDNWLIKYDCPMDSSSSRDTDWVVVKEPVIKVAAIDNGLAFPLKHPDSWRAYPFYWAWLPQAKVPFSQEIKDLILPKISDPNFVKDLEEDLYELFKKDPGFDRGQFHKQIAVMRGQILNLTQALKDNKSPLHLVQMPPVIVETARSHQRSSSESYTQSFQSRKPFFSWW
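Compounds are screened against recombinant PI4K2A using PI as substrate and ATP, the latter dispensed at 300 microM. Reactions run one hour at ambient temperature before ADP-Glo detection; full inhibition defined by wells lacking enzyme.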
G9a inh = blocks human histone lysine methyltransferase G9a | G9a H3K9 monomethylation, AlphaScreen, 2 h | Q96KQ7 | AID 504332 | Potency, µM (series often up to 102 µM), inactives show at the top dose activity, negative = inhibition, usual class: inhibitors | 350,000 tested, 8.8% active; further: potency means the concentration at half of the fitted maximal effect; on the % scale 0 is the no-effect control and ±100 the full control effect; nearly all actives have a fitted effect of over 75% in size
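Step 1: enzyme (final 20 nM) with compound, 15 min RT. Step 2: substrate peptide 500 nM and SAM 20 uM, 2 h RT. Step 3: anti-H3K9me1 antibody and AlphaScreen beads, 10 min, then plate read.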
GLS inhibitor = glutaminase GLS (human) inhibition; 410,000 tested, 0.21% active; Potency, µM (doses to about 45.5 µM), without a hit: at the top dose activity change, negative = inhibition, most hits filed as inhibitors; O94925; AID 624170; GLS enzymatic activity, qHTS titration; further: potency means the concentration at half of the fitted maximal effect; on the % scale 0 is the no-effect control and ±100 the full control effect
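hKGA in 45 mM KH2PO4 pH 8.2, 0.02% Tween-20 with pin-transferred compounds; 1 mM L-glutamine (stock) plus glutamate oxidase/HRP/Amplex Red coupling added. Fluorescence read initially and after 30 min at RT.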
Active calls of the source: *; i = inactive; u = inconclusive; x = no result given; & = joins results of further samples; [ ] = dose if it differs, or a comment. Unless noted, the call rests on the fitted dose curve; in most records, active means well fitted curve in the direction sought with a large enough effect; inconclusive means small, poorly fitted or top-dose-only effect, or another doubt; inactive means no such curve, though single readings can be large; an effect the other way counts as inactive or inconclusive.

SMILES	JMJD2A Tudor	ERG Ets-DNA blk	Pin1 inhibitor	BAZ2B inh	Tb PGK inh	HP1b chromo inh	PI4K2A block	G9a inh	GLS inhibitor
S=C(NCCc1ccccc1)NCC1CCCO1 (stereo unspecified)	-2.1%	-5.2%	-1.4%	5.5%	i	37.6%	0.9	-8.0%[59 µM]	-1.9%
CCN(CC)S(=O)(=O)c1cccc(-c2n[nH]c(=S)n2Cc2ccccc2)c1	u	0.5%	-2.9%	-36.0%	5.5%	37.3%	-6.7	0.891µM*	-9.4%
COc1cccc(CN2C(=O)CCC2(C)C(=O)NC2CCCCC2)c1 (stereo unspecified)	-12.4%	1.3%	-21.7%	2.9%	-0.6%	31.2%	-10.0	8.4%	9.5%
CC[C@]12c3[nH]c4ccc(Cl)cc4c3CCN1C(=O)[C@@H](CC(=O)NCCCOC)C[C@@H]2C(=O)N1CCN(C(=O)c2ccco2)CC1	-6.8%	11.4%	0.6%	x	i	29.3%	-0.5	x	4.8%
CCOC(=O)CN(C(=O)CNC(=O)c1ccco1)C(C(=O)NC1CCCCC1)c1cccc(OC)c1 (stereo unspecified)	4.4%	-14.6%	1.0%	1.7%	-9.1%	33.2%	-8.5	14.8%[59 µM]	-11.9%
COc1cc(C)ccc1OCCSc1nc(-c2cccc(C)c2)nc2cc(=O)[nH]n12	-19.8%	-0.6%	-3.3%	-10.5%	-1.7%	26.0%	0.6	31.0%[activator][59 µM]	-4.5%
COc1ccc(NC(=O)CSc2nc3ccsc3c(=O)n2CCCCCC(=O)O)cc1	-15.4%	-9.3%	18.6%	x	-5.2%	16.4%	-1.2	u	-5.5%
CC(C)Oc1ccccc1/C=N/NC(=O)C1CCCC1	-5.5%	11.3%	-10.3%	-1.7%	-0.6%	31.2%	8.2	55.5%[activator]	-14.0%
CC(C)(C)C(=O)NCCc1nc2ccccc2n1CC(=O)c1ccccc1	-29.6%	-8.3%	9.0%	-0.8%	i	26.0%	-2.0	21.4%	-4.7%
Cc1onc(-c2ccccc2)c1C(=O)NC1CC1	-10.2%	-1.7%	2.2%	0.1%	-1.7%	22.1%	-0.6	-4.2%	-0.9%
Cc1onc(-c2c(F)cccc2Cl)c1C(=O)Nc1cccc2nsnc12	89.6%[activator]	-3.4%	-0.1%	70.2%[activator]	-8.4%	128.2%	-6.2	91.4%[activator][59 µM]	-5.0%
CCn1cc([N+](=O)[O-])c(C(=O)Nc2c(C)nn(Cc3c(F)c(F)c(F)c(F)c3F)c2C)n1	-14.6%	-7.8%	2.4%	9.1%	-5.8%	18.3%	-7.1	-9.3%	5.9%
C=CCNC(=S)NNC(=O)C(CC(C)C)CC(C)O (stereo unspecified)	-8.3%	-0.1%	-0.8%	-17.7%	-9.1%	28.8%	-1.1	u	u
CNc1ccccc1C(C)(C)c1cc(-c2ccco2)n[nH]1	u	x	12.1%	-76.9%	x	u	2.1	35.5µM*	2.6%
CCN1CCN(C(=O)CSc2nc3c(c(=O)n(C)c(=O)n3C)n2C)CC1	-2.7%	4.5%	-5.3%	-5.6%	i	13.6%	-3.5	3.6%	-12.3%
Cc1ccc(CCNC(=O)CNS(=O)(=O)c2ccc3nc(C)sc3c2)cc1	-7.4%	-3.3%	2.9%	-1.8%	1.5%	64.5%[activator]	-2.0	x	-11.2%
COc1ccc(-c2[nH]ncc2CN2CCC(O)(c3ccc(Cl)cc3)CC2)cc1	-20.0%	6.3%	-9.0%	-11.6%	1.2%	30.5%	5.2	x	-3.3%
O=C1NCCc2c1[nH]c1ccccc21	-7.1%	-6.8%	u	-1.5%	6.4%	28.4%	1.7	5.8%&1.2%	3.5%
Cc1ccc(CN2CC(C(=O)NNC(=O)c3ccc(F)cc3)CC2=O)cc1 (stereo unspecified)	-14.2%	7.5%	u	-4.5%	-4.8%	14.0%	4.4	-16.6%[12.7 µM]	12.5%
CSc1nc2ccc(NC(=O)c3cc4ccccc4o3)cc2s1	-7.0%	-8.7%	-4.5%	1.9%	-4.5%	25.4%	-4.8	24.7%	-0.2%
O=C(CCC(=O)c1ccc(Cl)s1)Nc1ncccc1O	56.2µM*	-1.4%	-14.2%	56.2µM*	i	3.4%	1.0	u	16.0%
Cc1cc(SCc2ccccc2C)nc(=O)[nH]1	8.9%	5.4%	-1.7%	-21.3%	5.0%	42.8%[activator]	2.5	16.1%[0.501 µM]	6.0%
NNC(=O)c1ccc(COc2ccc3ccccc3c2)cc1	-2.7%	15.2%	6.3%	-32.7%	-3.6%	37.9%	0.7	-6.8%[12.7 µM]	9.8%
Nc1cc(=O)[nH]c2ncnn12	-27.8%	10.2%	1.5%	x	0.5%	40.8%[activator]	-0.6	x	4.8%
Cc1c(C#N)c2ncn(CCCN(C)C)c(=O)c2n1-c1ccccc1	-7.6%	-0.9%	-1.3%	2.7%	2.2%	6.3%	-17.6	9.2%[59 µM]	11.0%
C(/CCc1ccccc1)=N\n1cnnc1	-11.3%	0.6%	1.2%	-1.1%	6.9%	23.2%	2.0	-8.1%[59 µM]	1.3%
O=C(NCCCSc1ccccc1)c1cc(Cl)ccc1O	32.7%	-4.4%	3.5%	50.1µM*	3.9%	87.8%[activator]	4.8	35.5µM*	12.2%
O=C(CSc1ccc(Cl)cc1)N1CCC(c2nc3ccccc3s2)CC1	-6.1%	-1.9%	1.6%	-2.0%	3.1%	41.9%[activator]	0.3	53.1%[activator]	-1.4%
O=C(NC1CCCc2ccccc21)C1CCN(S(=O)(=O)c2ccccc2F)CC1 (stereo unspecified)	-13.6%	-8.4%	14.6%	8.9%	-4.7%	20.5%	0.1	-7.6%[59 µM]	-3.1%
COc1ccc(CCNC(=O)CCCCn2c(=O)c3ccccc3n(Cc3ccccc3Cl)c2=O)cc1OC	-9.6%	-12.1%	0.1%	-7.1%	-0.8%	13.5%	-4.3	-36.2%[59 µM]	7.5%
CCn1cc(/C=N\NC(=O)c2ccc(Cl)cc2)cn1	5.2%	14.3%	0.8%	-2.8%	-7.3%	43.7%	2.9	-7.4%[59 µM]	-11.3%
Cc1ccc(-n2c(=O)c3c(c4cc(C)ccc4n3C)n(CC(=O)Nc3cc(C)cc(C)c3)c2=O)cc1	7.6%	-7.0%	0.7%	-7.8%	-2.8%	8.2%	-4.6	-7.7%[59 µM]	1.0%
COc1ccc(NC(=O)CCc2ccccc2)cc1S(=O)(=O)N1CCOCC1	-9.4%	7.4%	-4.6%	11.2%	-6.2%	29.5%	-1.3	-13.5%[59 µM]	2.8%
Cc1ccc(C)c(S(=O)(=O)c2nnn3c2nc(NC(C)C)c2sccc23)c1	-25.6%	-4.6%	41.3%[activator]	-14.8%	i	13.0%	2.0	-28.7%[59 µM]	-10.6%
O=C(/C(=N/N=C/c1ccc(O)c(O)c1O)c1ccccc1)c1ccccc1	35.5µM*	11.9%	-10.0%	31.6µM*	-3.9%	u	-6.1	1.12µM*	-6.3%
COc1ccc(S(=O)(=O)Nc2nnc(C(C)C)s2)cc1	u	9.7%	5.5%	8.4%	-10.4%	-3.4%	3.0	u	0.3%
CCCCOc1ccc(C(=O)NCCCC(=O)N2CCCCC2)cc1	-7.1%	x	2.0%	0.1%	-1.1%[11.5 µM]	19.1%	-7.4	-0.7%[59 µM]	5.2%
O=C(CSc1nnc(COc2ccc(Cl)cc2)o1)NC1CCCCC1	-12.2%	0.6%	-1.2%	10.2%	-9.8%	19.1%	7.4	u	-0.2%
O=C1CCCc2ccccc2N1Cc1ccccc1	7.0%	-0.4%	-3.9%	-0.7%	-4.7%	77.3%[activator]	1.8	-1.8%	2.9%
Cc1ccc(-c2csc(=Nc3ccccc3)n2CCCO)cc1	35.5µM*	2.4%	0.4%	44.7µM*	-1.4%	u	-4.0	15.8µM*	-2.1%
O=C1N(Cc2ccccc2)c2ccc(Cl)cc2C1(O)c1c[nH]c2ccccc12 (stereo unspecified)	u	0.9%	5.5%	u	i	-17.0%	1.6	-32.9%[59 µM]	-3.0%
CCN(CC)C(=O)c1cncc(C(=O)N(CC)CC)c1-c1ccccc1	1.8%	-0.6%	2.3%	7.8%	18.5%	25.0%	5.3	-2.5%[59 µM]	1.7%
CCCOC(=O)/C(=C\C=C\c1ccccc1)NC(=O)c1ccccc1	16.2%	-2.6%	-0.6%	2.5%	4.1%	28.3%	0.8	37.8%	3.6%
Cc1ccc(-n2nc3c(c2NC(=O)CC(C)C)CS(=O)(=O)C3)cc1	-17.8%	1.2%	-1.5%	-13.4%	1.1%	17.4%[57 µM]	-1.4	6.7%[59 µM]	-0.2%
COc1ccc(N2CCN(c3n[nH]c(N)n3)CC2)cc1	-26.4%	13.4%	0.5%	-28.8%	i	u	1.3	-16.2%[59 µM]	u

A draw from above in order of heavy-atom count, lowest first:
SMILES	JMJD2A Tudor	ERG Ets-DNA blk	Pin1 inhibitor	BAZ2B inh	Tb PGK inh	HP1b chromo inh	PI4K2A block	G9a inh	GLS inhibitor
Cc1ccc(-c2csc(=Nc3ccccc3)n2CCCO)cc1	35.5µM*	2.4%	0.4%	44.7µM*	-1.4%	u	-4.0	15.8µM*	-2.1%
Cc1ccc(-n2nc3c(c2NC(=O)CC(C)C)CS(=O)(=O)C3)cc1	-17.8%	1.2%	-1.5%	-13.4%	1.1%	17.4%[57 µM]	-1.4	6.7%[59 µM]	-0.2%
CCN(CC)C(=O)c1cncc(C(=O)N(CC)CC)c1-c1ccccc1	1.8%	-0.6%	2.3%	7.8%	18.5%	25.0%	5.3	-2.5%[59 µM]	1.7%
